# Screens (PubChem)
# HTR5A ag – HTR5A agonism, opioid heterodimer counter-screen; AID 504692; hit rate 0.61% among 340,000; activation, % at 9.3 µM; P47898; HTR5A agonist assay, luminescence, cell-based; in the data active means activation mostly above about 9.5%, no sharp cut-off; inactive means mostly below about 7.6%;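 further: 0% = cells with vehicle only and 100% = reference agonist; strong numbers were not always called active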
# MOR-DOR inv ag – mu-delta opioid heterodimer inverse agonism; cell-based MOR-DOR heterodimer luminescence; AID 504357; inhibition, % at 9.3 µM; hit rate 0.21% among 340,000; in the data active means inhibition above about 22%, passing the limit was not always enough;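 further: 0% = cells with DMSO and 100% = wells without cells with DMSO; values of inactives mirror those of a sister screen read the other way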
# PfHsp90 yeast 2 – reduces growth (ATP signal) of yeast expressing P. falciparum Hsp90; S. cerevisiae expressing PfHsp90, BacTiter-Glo ATP, 48 h; yeast lacking PDR1 and PDR3 efflux regulators; inhibition, % at 9.4 µM; hit rate 0.32% among 310,000; AID 504621;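 active means every replicate shows inhibition above about 80%, whatever the replicate mean, limit read from the data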;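 further: 0% = DMSO neutral controls and 100% = 20 µM radicicol positive controls; yeast relying on Plasmodium falciparum Hsp90 in place of its own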
# PKA-R1A act – PKA-R1A complex activation. P00514+P68181. PKA-R1A dissociation, Cy5-IP20 fluorescence polarization; scaled: DMSO 0%, 113 µM cGMP 100%. activation, % at 11.4 µM. hit rate 0.083% among 340,000. AID 504707;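 active means percent activation above the mean of all tested compounds plus 3 SD, cut at about 19% in these data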;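 further: higher means more PKAc released from R1A so a rise in polarization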
# AddAB inh – less growth of phage-infected E. coli with AddAB. E. coli expressing H. pylori AddAB, absorbance growth. AID 435030. inhibition, % at 11.9 µM. hit rate 0.29% among 330,000; in the data active means inhibition above about 12%;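 further: 0% = vehicle wells of infected cells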
# Pemphigus Ab inh – human desmoglein-3 autoantibody binding inhibition; DSG3-coupled beads, scFv-anti-DSG3-GFP binding, flow cytometry; stronger effect = lower value; binding (percent of control), % at 10 µM; hit rate 0.48% among 310,000; AID 588358; P32926;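 active means binding more than 3 SD below its plate's average and above zero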;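 further: hits lower antibody fragment binding to DSG3; some compounds called inactive have numbers as strong as hits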
# Target sequence (P32926 whole entry, looked up, the tested form may be a part): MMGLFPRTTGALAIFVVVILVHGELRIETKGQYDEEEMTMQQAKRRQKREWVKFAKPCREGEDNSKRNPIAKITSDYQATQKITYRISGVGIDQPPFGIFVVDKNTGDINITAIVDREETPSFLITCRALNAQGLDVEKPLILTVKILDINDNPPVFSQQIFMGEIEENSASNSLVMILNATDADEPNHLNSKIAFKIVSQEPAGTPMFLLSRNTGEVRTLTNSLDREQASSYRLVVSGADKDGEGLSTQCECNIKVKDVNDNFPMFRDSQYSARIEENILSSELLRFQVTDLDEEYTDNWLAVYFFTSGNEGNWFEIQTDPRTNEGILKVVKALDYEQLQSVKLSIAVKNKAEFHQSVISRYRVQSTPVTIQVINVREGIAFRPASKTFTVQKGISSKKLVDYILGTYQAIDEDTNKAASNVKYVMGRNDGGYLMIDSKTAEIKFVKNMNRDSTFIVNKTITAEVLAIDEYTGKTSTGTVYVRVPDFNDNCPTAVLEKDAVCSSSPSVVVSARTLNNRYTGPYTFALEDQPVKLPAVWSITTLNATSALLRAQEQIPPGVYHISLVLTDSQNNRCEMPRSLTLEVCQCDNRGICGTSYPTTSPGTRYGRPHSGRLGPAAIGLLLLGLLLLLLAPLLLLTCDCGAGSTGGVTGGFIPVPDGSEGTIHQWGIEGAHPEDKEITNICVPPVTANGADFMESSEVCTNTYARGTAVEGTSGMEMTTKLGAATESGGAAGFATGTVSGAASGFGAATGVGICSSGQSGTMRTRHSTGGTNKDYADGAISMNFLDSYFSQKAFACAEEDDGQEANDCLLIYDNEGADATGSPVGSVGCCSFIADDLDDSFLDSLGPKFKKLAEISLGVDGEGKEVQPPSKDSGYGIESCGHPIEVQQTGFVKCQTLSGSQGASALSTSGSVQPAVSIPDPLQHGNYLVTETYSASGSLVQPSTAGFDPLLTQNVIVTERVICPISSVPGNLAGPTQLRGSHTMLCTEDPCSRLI
# OPRM1-OPRD1 ag – OPRM1-OPRD1 heterodimerization agonism. P35372+P41143. cells, luminescence. activation, % at 9.3 µM. hit rate 0.3% among 340,000; in the data active means activation above about 18%;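 further: 0% = vehicle-treated cells and 100% = reference agonist; values of inactives mirror those of a sister screen read the other way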
# SUMO Mot1 rescue – blocks SUMOylation pathway, rescuing yeast Mot1-301 growth; S. cerevisiae Mot1-301 growth rescue, ATP luminescence, 38.5C; percent above DMSO median, 100 means doubled; growth rescue, % at 18.8 µM; hit rate 1% among 320,000; AID 2716;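 active means every valid replicate shows activation above 250% relative to neutral control wells; inactive means the rest, any valid replicate at or below 250%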;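 further: OY570 slx delta 5 strain wells were the positive control but not used for scaling; some compounds called inactive have numbers as strong as hits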
# phage Ecoli inh – E. coli growth loss with phage present. growth absorbance. inhibition, % at 11.9 µM. hit rate 0.26% among 360,000; in the data active means inhibition above about 11%
# E coli growth – bacterial growth inhibition, counter-screen for AddAB inhibitors; E. coli V3065 growth, OD600 absorbance, 18 h; inhibition, % at 11.9 µM; hit rate 0.27% among 330,000;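 active means inhibition above the campaign's mean inhibition across all tested compounds plus 3 SD, cut at about 9.9% in these data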;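 further: uninfected addAB+ strain grown without phage in ampicillin broth; 0% = DMSO wells and 100% = ciprofloxacin 0.95 µg/ml wells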
# HTR5A inv ctr – counter-screen for OPRM1-OPRD1 inverse agonists: human HTR5A inverse agonism. AID 504634. hit rate 0.083% among 340,000. inhibition, % at 9.3 µM. HTR5A cell line, luminescence; in the data active means inhibition mostly above about 23%, no sharp cut-off; inactive means mostly below about 18%;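 further: 0% = cells with DMSO and 100% = no-cell wells with DMSO; some compounds called inactive have numbers as strong as hits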
# * marks the source's active call; other numbers are inactive results; nt = no result given; & = joins results of further samples.
SMILES,HTR5A ag,MOR-DOR inv ag,PfHsp90 yeast 2,PKA-R1A act,AddAB inh,Pemphigus Ab inh,OPRM1-OPRD1 ag,SUMO Mot1 rescue,phage Ecoli inh,E coli growth,HTR5A inv ctr
Cc1ccc(-c2csc3ncn(-n4c(C)ccc4C)c(=O)c23)o1,2,8,-15,0,2.7,98,-1.4,-14,3.9,3.5,-9
O=C1CC(N2CCN(Cc3ccccc3)CC2)C(=O)N1c1ccccc1 (centres undefined),0,10,6,1,-1.1,101,-1.9,15,2.3,-1.9,5
CN(NC(=O)c1ccc(Cl)cc1Cl)C1=NS(=O)(=O)c2ccccc21,8,14,10,-2,-1.8,105,-2.4,-8,2.7,0.9,-25
COc1cccc(-c2cc(C(=O)Nc3cc(C)n(Cc4ccc(Cl)cc4)n3)no2)c1,3,1,23,6,0.7,98,-0.2,-2,1.9,-1.1,-9
COc1ccc(Cl)cc1N1Cc2ccccc2C1,-1,-5,7,-7,-0.5,nt,0.8,-18,3.2,1.9,6
COc1ccccc1-c1nc(C#N)c(N2CC(C)CC(C)C2)o1 (centres undefined),2,11,1,-2,3.1,103,-2.2,-4,2.7,4.5,22
C/C(CC(=O)Nc1ccc(N(C)C)cc1)=N\NC(=O)C(=O)NCc1ccccc1,0,28,-27,-1,-0.2,109,-5.3,10,0.9,-0.6,0
Cc1[nH]c(C)c(S(=O)(=O)Nc2ccc(OC(F)(F)F)cc2)c1C(=O)N1CCCCC1,-5,7,4,-17,2.7,113,-1.4,184,3.2,-1.0,17
Cc1cccn2c(=O)c3cc(C(=O)NCc4ccc(F)cc4)c(=N)n(CC4CCCO4)c3nc12 (centres undefined),-3,21,21,-5,0.2,96,-3.8,162,1.5,0.1,6
COc1cccc2cc(C(C)OC(=O)Nc3ccc(C)cc3)oc12 (centres undefined),4,-5,-4,-10,1.7,95,1.0,155,2.5,3.6,15
O=c1cc(-c2ccsc2)oc2ccccc12,7,7,-10,9,-0.1,104,-1.2,168,2.1,-0.1,-20
Cc1sc2c(=O)n3c(nc2c1C(=O)NCCCN1CCOCC1)CCCCC3,4,14,2,-13,3.6,91,-2.6,nt,2.5,-1.1,-10
CCCCn1c(SCC(=O)Nc2cccc(C)n2)nnc1-c1ccco1,2,7,0,-3,-2.4,nt,-1.1,-11,0.5,0.1,-18
CCn1c(SC)nnc1-c1nnc(SC)n1CC,1,13,8,2,3.5,101,-2.2,1,0.2,0.4,-3
CSc1nnc(-c2ccccc2)n1N,4,9,-14,-3,nt,104,-1.5,nt,1.7,nt,-11
Cc1cccc2cc(C#N)c(N3CCCC3)nc12,-2,9,-12,-6,0.2,94,-1.7,-17,3.1,-3.0,-12
CCCCc1ccc(NC(=S)N2CCCC(CO)C2)cc1 (centres undefined),1,1,17,-3,3.3,102,-0.1,1,3.0,-0.2,-3
COc1cc(NC(=O)CN2C(=O)NC(C)(CCC(C)C)C2=O)cc(OC)c1 (centres undefined),-6,9,-10,-6,1.1,92,-1.6,0,0.9,-2.7,11
CC(Oc1ccccc1)C(=O)N1CCN(c2ccc(N3CCCCC3)nn2)CC1 (centres undefined),4,16,0,-5,0.3,102,-3.1,nt,1.0,-1.5,-11
O=C(O)c1ccccc1C(=O)Nc1ccc(Oc2cccc3ccccc23)cc1,6,-15,-3,-16,nt,104,2.8,nt,2.1,nt,2
CNC(=O)Nc1ccccc1C(=O)Nc1ccccc1,1,16,11,-14,2.6,106,-3.2,2,2.7,-2.9,-22
O=C(Nc1ccc(Nc2ccccc2)cc1)c1ccc(Br)cc1,2,-26,-15,1,4.8,95*,5.0,-13,4.0,-1.2,-5
O=c1c2ccccc2[nH]c(=S)n1CCC1=CCCCC1,-4,-1,3,-7,-0.6,84,0.2,-15,5.0,1.6,9
Cn1nnnc1SCC(=O)Nc1nc(-c2ccc(F)c(F)c2)cs1,-2,5,-10,-3,1.7,106,-1.3,-2,-0.9,-1.3,5

# Nothing new here: an excerpt of the list.
SMILES,HTR5A ag,MOR-DOR inv ag,PfHsp90 yeast 2,PKA-R1A act,AddAB inh,Pemphigus Ab inh,OPRM1-OPRD1 ag,SUMO Mot1 rescue,phage Ecoli inh,E coli growth,HTR5A inv ctr
Cc1cccn2c(=O)c3cc(C(=O)NCc4ccc(F)cc4)c(=N)n(CC4CCCO4)c3nc12 (centres undefined),-3,21,21,-5,0.2,96,-3.8,162,1.5,0.1,6
COc1cccc2cc(C(C)OC(=O)Nc3ccc(C)cc3)oc12 (centres undefined),4,-5,-4,-10,1.7,95,1.0,155,2.5,3.6,15
O=c1cc(-c2ccsc2)oc2ccccc12,7,7,-10,9,-0.1,104,-1.2,168,2.1,-0.1,-20
Cc1sc2c(=O)n3c(nc2c1C(=O)NCCCN1CCOCC1)CCCCC3,4,14,2,-13,3.6,91,-2.6,nt,2.5,-1.1,-10
CCCCn1c(SCC(=O)Nc2cccc(C)n2)nnc1-c1ccco1,2,7,0,-3,-2.4,nt,-1.1,-11,0.5,0.1,-18
CCn1c(SC)nnc1-c1nnc(SC)n1CC,1,13,8,2,3.5,101,-2.2,1,0.2,0.4,-3
CSc1nnc(-c2ccccc2)n1N,4,9,-14,-3,nt,104,-1.5,nt,1.7,nt,-11
Cc1cccc2cc(C#N)c(N3CCCC3)nc12,-2,9,-12,-6,0.2,94,-1.7,-17,3.1,-3.0,-12
CCCCc1ccc(NC(=S)N2CCCC(CO)C2)cc1 (centres undefined),1,1,17,-3,3.3,102,-0.1,1,3.0,-0.2,-3
COc1cc(NC(=O)CN2C(=O)NC(C)(CCC(C)C)C2=O)cc(OC)c1 (centres undefined),-6,9,-10,-6,1.1,92,-1.6,0,0.9,-2.7,11
CC(Oc1ccccc1)C(=O)N1CCN(c2ccc(N3CCCCC3)nn2)CC1 (centres undefined),4,16,0,-5,0.3,102,-3.1,nt,1.0,-1.5,-11
O=C(O)c1ccccc1C(=O)Nc1ccc(Oc2cccc3ccccc23)cc1,6,-15,-3,-16,nt,104,2.8,nt,2.1,nt,2
CNC(=O)Nc1ccccc1C(=O)Nc1ccccc1,1,16,11,-14,2.6,106,-3.2,2,2.7,-2.9,-22
O=C(Nc1ccc(Nc2ccccc2)cc1)c1ccc(Br)cc1,2,-26,-15,1,4.8,95*,5.0,-13,4.0,-1.2,-5
O=c1c2ccccc2[nH]c(=S)n1CCC1=CCCCC1,-4,-1,3,-7,-0.6,84,0.2,-15,5.0,1.6,9
Cn1nnnc1SCC(=O)Nc1nc(-c2ccc(F)c(F)c2)cs1,-2,5,-10,-3,1.7,106,-1.3,-2,-0.9,-1.3,5

# New compounds follow
SMILES,HTR5A ag,MOR-DOR inv ag,PfHsp90 yeast 2,PKA-R1A act,AddAB inh,Pemphigus Ab inh,OPRM1-OPRD1 ag,SUMO Mot1 rescue,phage Ecoli inh,E coli growth,HTR5A inv ctr
COc1cc(C2/C(=C(\O)c3ccc4c(c3)OCCO4)C(=O)C(=O)N2CCN2CCOCC2)cc(OC)c1OC (centres undefined),-1,13,2,-12,nt,nt,-2.5,-9,1.9,nt,3
COc1cc(/C=N/NC(=O)c2cccc(C)c2)ccc1OCC(=O)Nc1ccccc1,nt,nt,nt,nt,1.8,105,nt,-3,-2.2,2.6,nt
Cn1c(-c2ccccc2)cc2onc(-c3ccccc3)c2c1=O,3,-25,2,11,-0.5,101,4.6,-1,2.2,-1.7,-3
CC(C)C[C@@H]1NC(=O)[C@H](C(C)C)NC(=O)c2cc([N+](=O)[O-])cc(I)c2OCC[C@@H](C(N)=O)NC1=O,1,-4,-4,-7,-1.0,102,0.7,4,nt,-3.3,-2
CC(=O)c1ccc(NC(=O)NC2CCCc3ccccc32)cc1 (centres undefined),4,10,-23,-6,-1.5,110,-2.5,-6,-0.6,0.9,-10
Cc1ncc([N+](=O)[O-])n1CC(=O)Nc1ccc(Br)cc1,-4,8,1,-7,2.1,100,-1.3,-8,6.6,3.9,14
O=C(COc1ccccc1Br)Nc1ccc(S(=O)(=O)N2CCCC2)cc1,-9,-4,-27,5,1.4,102,0.9,26,5.0,2.3,22
CC1(C)CC(=O)C=C(Nc2ccc3c(c2)OCCO3)C1,6,2,-14,-5,3.0,103,-0.3,0,3.8,1.1,-15
Cc1cc2nc3c(nc2cc1C)C1(C(=O)N(C)C)CCC3(C)C1(C)C (centres undefined),1,7,-7,-9,0.8,97,-1.6,569,2.4,-3.0,-4
COc1cccc(/C=C2\SC(=O)N(CCC(=O)N3CCCCC3CCO)C2=O)c1 (centres undefined),2,6,-5,-4,4.4,105,-1.1,-2,-0.8,-3.3,-16
Cc1ccc2c(-c3ccc([N+](=O)[O-])cc3)cc(=O)[nH]c2c1,3,14,-11,-4,-0.8,95,-2.6,nt,-1.4,-1.2,-8
CC(NC(=O)COC(=O)CC(c1ccccc1)c1ccccc1)c1ccccc1 (centres undefined),4,-16,-10,-2,1.8,102,2.2,-12,0.7,-0.5,-2
COc1ccccc1CNC(=O)CN1NS(=O)(=O)c2ccccc2C1=O,-4,8,nt,7,1.3,93,-1.4,-12,1.2,-0.9,13
Cc1cccc(N=C2NN=C(c3ccc4c(c3)OCCO4)CS2)c1,2,2,-10,-2,1.0,97,-0.3,-6,1.9,0.1,-20
CC(C(=O)O)c1ccc(-c2ccccc2)c(F)c1 (centres undefined),0&0,0&5,-5&-4,-8&-2,0.5&-4.1,110&95,0.1&-1.0,54&18,5.0&1.9,1.9&-1.6,-1&-1
Cc1cccc(Nc2nnc(SCC(=O)NCc3cccs3)s2)c1,8,10,5,-2,2.2,98,-1.8,8,-2.8,0.6,-26

# Random draw from the library; overall some 3.2% were active at least once.
